Source: PubChem BioAssay (National Center for Advancing Translational Sciences (NCATS))
TRHR PAM – TRH receptor (human) allosteric enhancement; P34981; TRHR cells, fluo-8 calcium fluorescence, EC20 TRH enhancement; enhancement, % at 2 µM; 0.66% of 360,000 active; AID 493056; in the data active = enhancement above about 30%; also: 0% is about no effect
Target sequence (P34981 whole entry, looked up): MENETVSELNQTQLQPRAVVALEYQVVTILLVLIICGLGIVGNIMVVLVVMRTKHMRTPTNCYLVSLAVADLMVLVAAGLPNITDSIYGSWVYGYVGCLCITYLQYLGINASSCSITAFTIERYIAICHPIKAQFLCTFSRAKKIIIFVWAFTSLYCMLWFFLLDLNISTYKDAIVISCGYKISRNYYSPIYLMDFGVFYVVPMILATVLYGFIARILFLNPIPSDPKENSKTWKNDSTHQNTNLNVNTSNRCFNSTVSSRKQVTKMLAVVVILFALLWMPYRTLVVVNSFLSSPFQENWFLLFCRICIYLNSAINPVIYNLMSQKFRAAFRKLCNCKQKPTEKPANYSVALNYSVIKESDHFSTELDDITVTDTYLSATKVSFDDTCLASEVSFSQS
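Enhancer read-out: after compound pinning and an initial kinetic agonist-mode read, an EC20 of TRH (10 nM final) was injected and fluo-8 calcium signal (Ex 480/Em 530) followed at 1 s/cycle for 100 cycles in TRHR-expressing cells.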
RXFP1 antag – antagonists of human relaxin receptor RXFP1 | Q9HBX9 | HEK293-RXFP1, relaxin-stimulated cAMP HTRF, 30 min; stronger effect = lower value | activity change, negative = inhibition, % at 57.5 µM | 0.59% of 350,000 active | AID 1259400;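 active = activity change of -60% or lower, but not beyond a set lower limit; inconclusive = change between -60% and -40%, or beyond the set limit; inactive = change above -40%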; also: % is scaled to controls: 0 for no effect and ±100 for the full control effect
D2 antagonist – antagonizes the human D2 dopamine receptor | P14416 | HEK293 TREx D2 cells, calcium flux, dopamine EC80 | inhibition, % at 10 µM | 2% of 340,000 active | AID 485344; in the data active = inhibition above about 30%; also: 0% is about no effect
Target sequence (P14416 whole entry, looked up): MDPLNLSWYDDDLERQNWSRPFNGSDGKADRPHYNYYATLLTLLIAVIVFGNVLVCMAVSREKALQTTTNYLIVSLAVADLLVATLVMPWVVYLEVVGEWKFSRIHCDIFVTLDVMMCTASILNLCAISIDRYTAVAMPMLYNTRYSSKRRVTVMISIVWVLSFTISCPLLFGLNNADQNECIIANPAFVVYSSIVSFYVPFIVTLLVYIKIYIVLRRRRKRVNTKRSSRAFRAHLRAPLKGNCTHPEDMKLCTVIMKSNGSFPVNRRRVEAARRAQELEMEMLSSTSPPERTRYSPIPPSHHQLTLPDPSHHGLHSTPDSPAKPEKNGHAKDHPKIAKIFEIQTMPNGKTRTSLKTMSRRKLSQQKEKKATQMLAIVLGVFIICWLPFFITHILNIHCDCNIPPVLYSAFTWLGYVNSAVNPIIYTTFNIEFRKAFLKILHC
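HEK293 T-REx D2 cells, tet-induced, calcium dye no-wash. Cpd pintool add, 180 s kinetic, then EC80 DA, 180 s kinetic. Ca flux read.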
TRHR agonist – agonists of human TRH receptor | P34981 | TRHR cells, calcium flux fluo-8, FDSS agonist mode | activation, % at 2 µM | 0.18% of 360,000 active | AID 493084; also: 0% is about no effect
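Fluo-8-loaded TRHR cells; 10 s baseline, compound added, kinetic Ca2+ fluorescence read 1/s, agonist mode.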
D2 PAM – positively modulates the human D2 dopamine receptor allosterically; P14416; HEK293 T-REx D2, calcium flux, EC20 dopamine potentiation; potentiation, % at 10 µM; 0.34% of 340,000 active;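 active = potentiation over 3 SD above the plate norm, cut at about 30% in these data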; also: 0% is about no effect
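Primary screen. Calcium kinetics in induced HEK293 T-REx D2 cells: compound pre-addition 180 s, EC20 dopamine, 180 s more.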
D1 antagonist – antagonists of human D1 dopamine receptor; P21728; 3.2% of 360,000 active; HEK293 TREx D1 cells, calcium flux, dopamine EC80; stronger effect = lower value; activity change, negative = inhibition, % at 10 µM; AID 504652; in the data active = activity change below about -30%; also: % is scaled to controls: 0 for no effect and ±100 for the full control effect
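Inducible Hek293 Trex D1 cells (tetracycline, overnight, 30 C). Calcium dye 30–90 min RT. Antagonist mode: EC80 dopamine added after 180 s compound read.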
D2 agonist – activates the human D2 dopamine receptor. HEK293 T-REx D2 cells, calcium flux agonist mode. AID 485358. P14416. activation, % at 2 µM. 0.53% of 340,000 active;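 active = activation over 3 SD above normal in the single-dose calcium agonist read, cut at about 30% in these data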; also: 0% is about no effect
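In this primary screen, compounds producing a positive calcium signal within 180 s of addition to tetracycline-induced, force-coupled HEK293 Trex D2 cells are flagged; cells are dye-loaded with a no-wash calcium kit beforehand.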
D1 ag – activates the human D1 dopamine receptor; P21728; activation, % at 2 µM; 1% of 360,000 active; HEK293 T-REx D1 cells, calcium flux, agonist mode; AID 504660; also: 0% is about no effect
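Tetracycline-induced HEK293 TREx D1 cells, force-coupled to calcium signalling, were dye-loaded with a no-wash calcium kit. Compound was pin-added after a 10 s baseline. Fluorescence was read kinetically at 1 cycle/s for 180 s, with calcium rises flagged as agonism.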
D1 PAM – potentiators of human D1 dopamine receptor; P21728; HEK293 TREx D1 cells, calcium flux, dopamine EC20 potentiation; potentiation, % at 10 µM; 0.036% of 360,000 active; AID 504651; in the data active = potentiation above about 30%; also: 0% is about no effect
* marks the source's active call; other numbers are inactive results; ? = inconclusive; / = not tested or not shown; & = joins results of further samples; ! = not active in a repeat. Rule as the data show it, unless noted: active = activation above about 30%; inactive = the rest.

The opening nine records, ahead of the listing:
SMILES	TRHR PAM	RXFP1 antag	D2 antagonist	TRHR agonist	D2 PAM	D1 antagonist	D2 agonist	D1 ag	D1 PAM
Cc1cccc(N(C(=O)c2snc(C(N)=O)c2N)C(C(=O)NCC2CCCO2)c2cccs2)c1 (stereo not drawn)	0	0	2	-1.3	1	32	0.3	5	1
CN(C)C(=O)CSc1nnc(-c2ccc(S(=O)(=O)N3CCCC3)cc2)n1C	-12	?	-5	0.0	1	1	-0.5	2	-3
CC(C)c1nn2c(=O)cc(O)nc2s1	3	4	8	0.4	7	1	1.0	2	2
Cc1ccc(N(C(=O)c2csnn2)C(C(=O)NCc2ccccc2)c2cccnc2)cc1 (stereo not drawn)	7	-6	/	-0.6	/	2	/	2	-7
COc1ccc(C(=O)N(Cc2ccco2)Cc2cccs2)c(O)c1	-1&3	0	-5	1.5&1.3	-20	3&-12	-1.2	10&8	-1&6
Cc1c(OCC(=O)NCCN2CCOCC2)ccc2c3c(c(=O)oc12)CCC3	12	2	-10	1.1	1	-11	-0.7	3	-3
COc1ccc(CN(CC2CCCO2)C(=O)c2cc3sccc3n2C)c(OC)c1 (stereo not drawn)	2	-16	-4	-0.2	12	7	-2.0	6	0
CC12CCC(C(=O)NCc3ccc(Cl)cc3)(OC1=O)C2(C)C (stereo not drawn)	-7	12	21	-0.2	-1	2	0.0	0	-3
Cc1ccc(O)c(NC(=O)c2cc(-c3ccco3)on2)c1	-21	-25	3	-0.7	5	3	-1.5	-1	-2

This part in full, from the first entry:
SMILES	TRHR PAM	RXFP1 antag	D2 antagonist	TRHR agonist	D2 PAM	D1 antagonist	D2 agonist	D1 ag	D1 PAM
Cc1cccc(N(C(=O)c2snc(C(N)=O)c2N)C(C(=O)NCC2CCCO2)c2cccs2)c1 (stereo not drawn)	0	0	2	-1.3	1	32	0.3	5	1
CN(C)C(=O)CSc1nnc(-c2ccc(S(=O)(=O)N3CCCC3)cc2)n1C	-12	?	-5	0.0	1	1	-0.5	2	-3
CC(C)c1nn2c(=O)cc(O)nc2s1	3	4	8	0.4	7	1	1.0	2	2
Cc1ccc(N(C(=O)c2csnn2)C(C(=O)NCc2ccccc2)c2cccnc2)cc1 (stereo not drawn)	7	-6	/	-0.6	/	2	/	2	-7
COc1ccc(C(=O)N(Cc2ccco2)Cc2cccs2)c(O)c1	-1&3	0	-5	1.5&1.3	-20	3&-12	-1.2	10&8	-1&6
Cc1c(OCC(=O)NCCN2CCOCC2)ccc2c3c(c(=O)oc12)CCC3	12	2	-10	1.1	1	-11	-0.7	3	-3
COc1ccc(CN(CC2CCCO2)C(=O)c2cc3sccc3n2C)c(OC)c1 (stereo not drawn)	2	-16	-4	-0.2	12	7	-2.0	6	0
CC12CCC(C(=O)NCc3ccc(Cl)cc3)(OC1=O)C2(C)C (stereo not drawn)	-7	12	21	-0.2	-1	2	0.0	0	-3
Cc1ccc(O)c(NC(=O)c2cc(-c3ccco3)on2)c1	-21	-25	3	-0.7	5	3	-1.5	-1	-2
Cc1nc2ccccc2c(=O)n1/N=C/c1ccc(O)cc1O	-1	8	-1	1.0	-7	8	0.3	3	-1
COCCN(C(=O)Cn1nnc2ccccc21)C(C(=O)NC1CCCC1)c1cc(OC)ccc1OC (stereo not drawn)	-11	?	-19	1.2	/	21	1.5	2	-6
CCc1cc(C(=O)NNC(=S)NCc2ccccc2)cs1	-1	16	-3	-0.3	3	6	-0.8	3	-2
Cc1ccc2c(c1)S/C(=C/c1ccc[n+](CCO)c1)N2C	7	-9	6	1.0	/	2	-0.1	3	-2
CCOC(=O)c1nn(-c2ccc(F)cc2)c(=O)c(C#N)c1C	-9	2	/	0.1	2	7	/	0	-2
CC(C)C(NC(=O)c1cccc(S(=O)(=O)N2CCOCC2)c1)C(=O)NCc1ccc(Cl)cc1 (stereo not drawn)	5	3	-3	-0.4	4	11	0.3	0	2
Cc1ccccc1NC(=O)Cn1cc(C(=O)C2CC2)c2ccccc21	4	-4	0	-0.3	4	-7	-0.3	1	6
Cn1c(=O)oc2cc(S(=O)(=O)Nc3ccccc3O)ccc21	-5&-7	-1&-6	-11	0.8&-1.7	11&6	-40*!	-0.5&-1.4	7&7	-6&-6
COc1ccccc1N1CCN(c2nc3ccccc3n3cnnc23)CC1	-6	/	/	0.2	2	-21	0.2	-2	-2
CC1=NN(c2ccccc2)C(=O)/C1=C/C=C/c1ccc(N(C)C)cc1	-2	-21	-15	-1.7	-1	-10	-1.0	9	-4
O=C(Cc1ccc(Cl)cc1)Nc1ccc(-c2cc3ccccc3oc2=O)c(Cl)c1	-6	/	46*	0.6	8	-2	0.3	6	-6
Cc1cc(NC(=O)C(C)SCC(=O)OCc2c(Cl)cccc2Cl)no1 (stereo not drawn)	-1	-9	-11	5.5	9	-3	3.6	8	1
Cc1ccc2nc(-c3c[nH]c4ccccc34)c(Nc3ccccc3C)n2c1	12	-18	/	0.0	-5	-9	-0.2	-1	0
COC(=O)c1ccn(-c2nc(-c3ccc(Cl)cc3)cc(C(F)(F)F)n2)n1	-21	-30	/	-1.0	-6	9	0.1	-2	0
COc1ccc(C2c3c(oc4ccccc4c3=O)C(=O)N2c2ccc(C)cn2)cc1OC (stereo not drawn)	3	-19	-5	-0.2	-1	3	0.5	2	-2
CS(=O)(=O)N(CC(=O)N1CCOCC1)c1cc(Cl)ccc1Cl	0	2	8	0.4	0	0	-0.5	4	-2
COc1ccccc1N1CCN(C(c2cc3ccc(C)cc3[nH]c2=O)c2nnnn2C2CCCC2)CC1 (stereo not drawn)	-6	8	-24	-0.4	-2	10	-0.4	1	-4
CCSc1nnc(N(CCC#N)CCC#N)s1	11	-8	-4	0.9	1	-7	2.2	1	1
O=S(=O)(NCC(c1cccs1)S(=O)(=O)c1ccccc1)c1ccc(F)cc1 (stereo not drawn)	-1	5	/	0.2	12	/	1.6	-4	-1
CC(C)(C)NC(=O)C(c1ccncc1)N(C(=O)c1csnn1)C1CC1 (stereo not drawn)	22	-11	/	-0.2	/	2	/	3	1
O=C(CSc1nnc(-c2c[nH]c3ccccc23)o1)c1ccc(-c2ccccc2)cc1	-5	-5	15	-0.1	2	6	-0.6	6	-8
Fc1ccc(CSc2nncn2NC/C=C/c2ccccc2)cc1	-2	2	-20	0.6	2	0	1.2	1	-7
N#CC1=C(N)Nc2ncnn2C1c1ccc([N+](=O)[O-])cc1 (stereo not drawn)	-4	14	6	-0.2	-15	0	0.9	0	-6
C=CCN(c1ccccc1)S(=O)(=O)c1ccc2c(c1)oc(=O)n2C	-2	-77*	-1	-0.1	5	0	-0.1	4	6
O=C1c2ccccc2C(=O)N1c1ccc(S(=O)(=O)N2CCCCC2)cc1	0	-3	-21	-0.7	11	14	-0.1	2	-6
O=C(Nc1ccc(O)c2c(=O)cc(-c3cccc(Cl)c3)oc12)c1cccc(Cl)c1	-4	/	-18	-0.5	5	5	-0.9	2	2
COc1ccc2nc(NC(=O)c3cc(=O)c4cc(C)cc(C)c4o3)sc2c1	-1	1	/	-0.2	-3	107	0.1	-1	1
CCN(CC)S(=O)(=O)c1ccc(N2CCOCC2)c(NC(=O)CC23CC4CC(CC(Br)(C4)C2)C3)c1	-1	3	-24	0.3	7	14	1.2	3	11
Cc1cccc(-c2nnc(SCC(=O)Nc3cc(C)on3)n2C)c1	-4	-34	13	-0.1	-1	-2	0.8	1	-4
COC(CNC(=O)C(=O)NCC1CCCN1S(=O)(=O)c1cccs1)OC (stereo not drawn)	-4	-6	2	0.9	5	7	0.0	2	6
O=C(CCCOc1ccccc1)Nc1ncccn1	8	20	-8	-0.1	8	-16	-0.7	4	3
COc1ccc(C(=O)N2CCC(n3nccc3NC(=O)C3CCOC3)CC2)cc1 (stereo not drawn)	6	12	0	1.2	-5	0	-0.6	16	4
Cc1ccc(NC(=O)CS(=O)c2ccccc2N)c(C)c1 (stereo not drawn)	-3	-4	-12	-0.1	-1	14	1.1	0	-8
OC(CNC1CCCC1)COCCOc1ccc(Br)cc1 (stereo not drawn)	-1	-10	-5	1.4	-21	2	-0.3	15	-4
C#CCCOC(=O)N1C2=NC(C(=O)OC)=C(C(=O)OC)[C@@H]3N(Cc4ccccc4)c4ccccc4[C@]23C[C@H]1C(=O)OC	-3	/	-13	-0.1	8	16	-0.3	2	3
Cc1cccc(N2CCN(S(=O)(=O)c3csc(C(N)=O)c3)CC2)c1C	-1	-28	/	-0.9	3	-10	0.1	13	-2
Cc1cc(N2CCCC2)nc(SCC(=O)c2ccccc2)n1	0	-4	-19	0.2	7	12	-0.5	0	-4
COc1ccc(Cl)cc1NC(=O)c1c(C(=O)Nc2cccc(C)c2C)sc2nc(C)cc(=O)n12	-1	-14	/	0.2	11	-5	-0.5	0	0
CCOc1nc2ccccc2nc1C	0	-5	-14	-0.4	4	28	-0.1	2	-4
Clc1ccc(-c2nnn3c2nc(N2CCCCC2)c2ccccc23)cc1	-8	/	/	0.5	0	19	0.5	3	2
COc1ccc(NC(=O)c2ccc3c(c2)NC(=O)CS3)cc1	2	-7	/	0.1	/	10	/	0	-8
Nc1nc(-c2ccco2)nn1C(=O)c1cccnc1	-3	4	-1	1.0	-3	8	0.6	1	-6
CCOC(=O)C1=C(CSCc2ccccc2)NC(=O)NC1c1cc(C)ccc1C (stereo not drawn)	12	-2	10	0.6	3	0	-0.1	4	-1
COc1ccc(NS(=O)(=O)c2ccc(C)c(C(=O)NCCCN3CCCC3=O)c2)cc1	-1	5	-9	0.7	-1	20	0.0	0	-3
COC(=O)CNC(=O)COC(=O)c1cc(Cl)cc(Cl)c1N	-6	10	-41	-0.4	-1	-15	-0.2	1	9
COc1cc(C(=O)Nc2ccc3c(c2)OCCO3)ccc1-n1cnnn1	-10	-6	12	-0.6	-8	3	0.1	-1	-4
O=C(CCN1C(=O)/C(=C\c2ccccc2)SC1=S)N1CCCCC1	-2	9	21	-0.2	/	-5	-3.1	0	-4
CCc1ccc2occ(CC(=O)NCc3ccccc3)c2c1	10	?	/	-1.3	6	-13	/	49*	0
O=C(Cc1ccc(Cl)cc1)Nc1nnc2n1CCS2	1	/	/	0.2	/	3	-0.6	0	1
COC(=O)c1ccc(NC(=O)c2cccc(Cl)c2)o1	1	7	5	-0.1	9	-27	-0.4	7	2
CC1CCN(S(=O)(=O)c2ccc(S(=O)(=O)NCC(=O)C(C)(C)C)cc2)CC1	1	-2	/	0.4	0	1	/	3	2

Remaining list, next part
SMILES	TRHR PAM	RXFP1 antag	D2 antagonist	TRHR agonist	D2 PAM	D1 antagonist	D2 agonist	D1 ag	D1 PAM
COc1ccccc1NC(=O)N1CCOc2ccccc21	-2	2	/	-0.1	-8	3	1.8	0	2
O=c1c2ccccc2c(C=NCc2ccccn2)c(O)n1-c1ccccc1Cl	4	2	7	0.4	3	-8	-0.9	2	-1
Cc1nc(SCC(=O)O)c(C#N)c2c1CCCC2	-1	-3	7	0.0	1	6	0.1	0	1
Cc1cc(C(=O)O)cc(S(=O)(=O)N2CCOCC2)c1C	-3	14	-21	-0.1	0	0	0.7	3	1
